Screening results: PubChem BioAssay, several laboratories
UHRF1 binding: human UHRF1 methylated DNA binding inhibitors; UHRF1 binding to methylated oligo, TR-FRET; inhibition, % at 4.4 µM; actives 0.75% (n = 370,000); AID 687016; Q96T88; in the data active = inhibition above about 21%;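 note: UHRF1 SRA domain binding a hemimethylated CpG hairpin DNA probe; 0% = median of test compound wells and 100% = reference inhibitor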
sPLA2-III inh: Blocks human group III sPLA2 activity | QFRET BODIPY PC-A2 liposome hydrolysis, fluorescence | inhibition, % at 12.2 µM | actives 0.56% (n = 370,000);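 active = inhibition above mean plus 3 SD of compounds lying within the high and low control bounds, cut at about 19% in these data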;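 note: 0% = median of test compound wells and 100% = no enzyme DMSO wells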
proKLK7 act: activators of human kallikrein-7 zymogen; actives 0.9% (n = 370,000); AID 652039; purified proKLK7, EDANS-DABCYL substrate fluorescence; 100% is mature enzyme control, 0% vehicle; activation, % at 7 µM;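 active = activation above the mean of all tested compounds plus 3 SD, computed per campaign excluding outliers beyond control limits, cut at about 13% in these data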
Target sequence (P49862 whole entry, looked up): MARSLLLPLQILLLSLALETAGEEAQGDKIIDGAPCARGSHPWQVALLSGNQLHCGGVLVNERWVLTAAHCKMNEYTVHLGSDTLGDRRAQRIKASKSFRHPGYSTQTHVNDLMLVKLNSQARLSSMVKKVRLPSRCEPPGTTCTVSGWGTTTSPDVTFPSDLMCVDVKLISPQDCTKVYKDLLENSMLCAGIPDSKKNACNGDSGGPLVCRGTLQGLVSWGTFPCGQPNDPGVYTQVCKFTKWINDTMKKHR
ARFGAP1 inh: inhibitors of rat ARFGAP1. Q62848. Arfgap1-stimulated ARF1 GTP hydrolysis, GDP FP detection. inhibition, % at 16.5 µM. actives 0.26% (n = 360,000). AID 651572;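 active = inhibition above a per-plate limit, mean inhibition of low control wells plus 3 SD, cut at about 25% in these data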;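 note: 0% = DMSO wells with enzyme and 100% = wells lacking Arfgap1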
Target sequence (Q62848 1-136 limits assumed): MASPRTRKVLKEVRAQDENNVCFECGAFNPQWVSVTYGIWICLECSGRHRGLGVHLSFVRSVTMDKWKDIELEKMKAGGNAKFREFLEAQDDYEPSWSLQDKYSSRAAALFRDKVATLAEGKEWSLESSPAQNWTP
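System: truncated rat Arfgap1 GAP domain / Benchmarks: high control wells lacking Arfgap1, low control full reaction with DMSO / Times: compound-enzyme preincubation 20 min, reaction 120 min, detection 60 min, 25 °C / Repeats: one replicate per compound / Also added: human ARF1(Δ1-17)-GTP substrate / Measured by: Tracer-displacement fluorescence polarization with EDTA stop, 620/688 nm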
PLC-beta3 inh: blocks human PLC-beta3 enzyme activity | actives 0.18% (n = 370,000) | Q01970 | Purified PLC-beta3, fluorogenic substrate, fluorescence | inhibition, % at 12.2 µM | AID 720704; in the data active = inhibition above about 11%;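 note: 0% = median of compound wells on plate and 100% = full blocker control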
DDE Tn6 FP inh: inhibitors of Tn6 peptide binding to human fibrin DD(E). P02675. Fibrin DD(E) TRITC-Tn6 fluorescence polarization displacement. inhibition, % at 8.3 µM. actives 0.21% (n = 370,000). AID 720509;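 active = inhibition above a per-campaign cutoff: mean of compounds within control limits plus 3 SD, cut at about 15% in these data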;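 note: 0% = median of all compound wells on the plate and 100% = blocking peptide control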
ASAP1 inh: inhibitors of human ASAP1 ArfGAP activity; Q9ULH1; ASAP1-stimulated ARF1 GTP hydrolysis, GDP FP detection; inhibition, % at 16.5 µM; actives 0.19% (n = 360,000); AID 624377; in the data active = inhibition above about 25%;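 note: 0% = vehicle with enzyme and substrate and 100% = no enzyme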
Target sequence (Q9ULH1 325-724 limits assumed): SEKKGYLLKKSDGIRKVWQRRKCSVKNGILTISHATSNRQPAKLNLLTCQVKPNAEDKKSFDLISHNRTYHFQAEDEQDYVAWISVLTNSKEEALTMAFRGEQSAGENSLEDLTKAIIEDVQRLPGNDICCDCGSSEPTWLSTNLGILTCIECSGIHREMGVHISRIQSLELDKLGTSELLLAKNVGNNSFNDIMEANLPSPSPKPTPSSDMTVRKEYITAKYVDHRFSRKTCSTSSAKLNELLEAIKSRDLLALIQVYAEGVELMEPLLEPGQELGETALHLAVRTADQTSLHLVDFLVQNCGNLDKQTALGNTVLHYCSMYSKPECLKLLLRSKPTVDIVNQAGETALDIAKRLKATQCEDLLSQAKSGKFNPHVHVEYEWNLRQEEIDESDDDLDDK
DDE Tn7 FP inh: inhibitors of Tn7 peptide binding to human fibrin DD(E) | P02675 | FP displacement of FITC-Tn7 peptide from fibrin DD(E); 0% = median of compound wells per plate | inhibition, % at 8.3 µM | actives 0.13% (n = 370,000);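 active = inhibition above the mean of compounds falling within the control limits plus 3 SD of them, cut at about 14% in these data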;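 note: 0% = plate median of compound wells and 100% = 10 µM Aha-Tn7 peptide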
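Assay system: Human clot-derived fibrin DD(E) complex | Buffer or medium: Tris/NaCl/CaCl2 buffer, pH 7.8 | Repeats: One replicate per compound | Benchmarks: Aha-Tn7 high control | Measure: % inhibition scaled between sample-field median and high-control FP | Schedule: 10 min plus 3 h, room temperature | Signal: Fluorescence polarization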
PLC-gamma1 inh: PLC-gamma1 (human) inhibition, primary screen. inhibition, % at 12.2 µM. purified PLC-gamma1, fluorogenic substrate, fluorescence. P19174. actives 0.84% (n = 370,000). AID 720700; in the data active = inhibition above about 9.5%
NR1D1 modulator: modulates human Rev-erb alpha binding to DNA; Rev-erbα–FITC-DNA binding, fluorescence polarization, 90 min; activity, % at 10 µM; actives 0.79% (n = 370,000); AID 1259318;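 active = activity above about 14%, limit read from the data; passing the limit was not always enough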;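 note: 0% = DMSO wells with 35 nM protein and 100% = DMSO wells with 750 nM protein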
Numbers without * were called inactive; i = inactive.

| canonical_smiles | UHRF1 binding | sPLA2-III inh | proKLK7 act | ARFGAP1 inh | PLC-beta3 inh | DDE Tn6 FP inh | ASAP1 inh | DDE Tn7 FP inh | PLC-gamma1 inh | NR1D1 modulator |
| --- | --- | --- | --- | --- | --- | --- | --- | --- | --- | --- |
| NC(=O)c1cc(-c2csc(NCCc3ccccc3)n2)ccc1O | 3 | -21 | -0.7 | 1 | -15 | -2 | -3 | 0 | -7 | 3 |
| CCCOc1ccc(OCCn2nc(C(=O)O)c3ccccc3c2=O)cc1 | -1 | -3 | 0.2 | 8 | -4 | -5 | 4 | 3 | -3 | 3 |
| COc1ccc(C(=O)Nc2cccc(/C=C(/CCC(=O)O)c3nc4ccccc4s3)c2)cc1 | 1 | -27 | -3.5 | 3 | -64 | 2 | 2 | 1 | -39 | -3 |
| CCOc1ccc(OCC)c(NC(=O)C2CCN(S(=O)(=O)c3cnc[nH]3)CC2)c1 | 3 | -23 | -0.3 | -3 | 4 | 3 | 2 | 3 | 4 | 5 |
| CNCc1nc2ccccc2[nH]1 | 0 | 2 | -0.5 | -7 | 5 | 4 | 12 | -5 | 2 | 4 |
| Cc1ccnc2nc(C(=O)OCC(=O)NCCc3ccccc3)nn12 | 1 | 3 | 0.5 | 5 | 2 | -1 | -9 | -4 | 2 | 7 |
| O=C(Cc1cccs1)N/N=C/c1ccco1 | -3 | -6 | -0.5 | 1 | 3 | -7 | -1 | -10 | -1 | -3 |
| O=C(CC1Sc2ccccc2NC1=O)OCc1cc(=O)oc2cc(O)ccc12 (stereo not drawn) | 16 | -31 | 188* | -5 | -495 | -3 | 0 | 3 | i | 6 |
| Cc1ccc2c(c1)c1n[nH]c(=S)nc1n2CCc1ccccc1 | -5 | -6 | 0.7 | 2 | 0 | 5 | 0 | 3 | 0 | 0 |
| COc1ccccc1Cn1c(=S)[nH]c2cc(C(=O)N3CCN(c4ccccc4OC)CC3)ccc2c1=O | 6 | -3 | 0.4 | 5 | -3 | 0 | 3 | 8 | 2 | 1 |

Shown with values under each structure: part of the list above.
Order of results – UHRF1 binding | sPLA2-III inh | proKLK7 act | ARFGAP1 inh | PLC-beta3 inh | DDE Tn6 FP inh | ASAP1 inh | DDE Tn7 FP inh | PLC-gamma1 inh | NR1D1 modulator
O=C(Cc1cccs1)N/N=C/c1ccco1
  -3 | -6 | -0.5 | 1 | 3 | -7 | -1 | -10 | -1 | -3
O=C(CC1Sc2ccccc2NC1=O)OCc1cc(=O)oc2cc(O)ccc12 (stereo not drawn)
  16 | -31 | 188* | -5 | -495 | -3 | 0 | 3 | i | 6
Cc1ccc2c(c1)c1n[nH]c(=S)nc1n2CCc1ccccc1
  -5 | -6 | 0.7 | 2 | 0 | 5 | 0 | 3 | 0 | 0
COc1ccccc1Cn1c(=S)[nH]c2cc(C(=O)N3CCN(c4ccccc4OC)CC3)ccc2c1=O
  6 | -3 | 0.4 | 5 | -3 | 0 | 3 | 8 | 2 | 1

(continued)
| canonical_smiles | UHRF1 binding | sPLA2-III inh | proKLK7 act | ARFGAP1 inh | PLC-beta3 inh | DDE Tn6 FP inh | ASAP1 inh | DDE Tn7 FP inh | PLC-gamma1 inh | NR1D1 modulator |
| --- | --- | --- | --- | --- | --- | --- | --- | --- | --- | --- |
| O=C(COc1ccc(Cl)cc1Cl)NC(=O)N1CCOCC1 | 7 | 8 | -0.6 | 15 | -4 | -5 | 0 | 8 | 1 | 1 |
| COc1ccc([C@@H]2CC=C(C(=O)O)[C@H](c3ccc(C(C)(C)C)cc3)N2S(=O)(=O)c2ccc(C)cc2)cc1OC | 6 | -19 | 0.0 | 3 | 1 | -2 | 18 | -7 | 1 | -6 |
| CCCc1ccc(-c2cc(C(=O)N/N=C/c3ccc([N+](=O)[O-])o3)c3ccccc3n2)cc1 | -1 | -1 | -0.4 | -5 | -6 | -5 | 13 | -11 | -4 | 0 |
| COC(=O)CC(=O)O[C@H]1C=C[C@@H](NC(=O)OC(C)(C)C)C1 | 19 | -11 | 0.6 | -9 | -2 | -5 | -10 | -6 | -2 | 1 |
| Cc1cccc(C)c1-n1nnnc1C(c1ccnc2ccccc12)N1CCN(CC(=O)NC(C)C)CC1 (stereo not drawn) | 1 | -2 | 0.9 | -5 | 1 | 2 | -12 | -3 | -2 | 3 |
| NC(N)=NN=C(c1ccc(F)cc1)c1ccc(C(F)(F)F)cc1 | 2 | 0 | 0.0 | -7 | 4 | 0 | -1 | 1 | 6 | 3 |
| O=C1CC2(CCN1)CCN(Cc1ccccc1)CC2 | -4 | 2 | -0.1 | -2 | 2 | 7 | -5 | 5 | 2 | 1 |
| O=C(N/N=C\c1ccccc1OCc1ccccc1)c1ccco1 | 9 | 8 | -0.2 | 0 | -5 | -2 | 3 | 0 | 0 | 9 |
| O=C(Nc1cccc(O)c1)c1ccc(C(=O)c2ccccc2)o1 | 1 | -8 | -0.1 | 4 | 3 | -5 | -2 | -5 | 7 | 3 |
| CC(=O)N1CCN(c2ccc(NC(=O)c3cccc(Cl)c3)cc2)CC1 | -1 | -4 | -0.5 | 2 | -3 | -2 | 1 | -5 | -2 | -1 |
| CC1(NC(=O)CCc2nc3sc4c(c3c(=O)[nH]2)CCCC4)CCS(=O)(=O)C1 (stereo not drawn) | 3 | -8 | 0.3 | 0 | -34 | -7 | 2 | 1 | -27 | -12 |
| O=C(NCCc1ccc(F)cc1)c1ccc(NS(=O)(=O)c2ccc3[nH]c(=O)[nH]c3c2)cc1 | -2 | -10 | 0.6 | -1 | -8 | 6 | -6 | -2 | 0 | 0 |
| O=C1c2ccccc2NC(c2cccc(O)c2)N1NS(=O)(=O)c1ccccc1 (stereo not drawn) | 2 | -8 | 20* | -2 | -203 | 5 | -2 | 1 | -187 | 3 |
| CCOC(=O)N1CCC(NC(=O)Cn2ncc3c4ccccc4n(C)c3c2=O)CC1 | -1 | 0 | 0.0 | -1 | 0 | 15 | 3 | -12 | -2 | 3 |
| CCOc1ccc(C(=O)Nc2ccccc2N2CCN(C(=O)c3ccccc3)CC2)cc1[N+](=O)[O-] | -2 | -2 | -0.6 | 14 | -3 | 0 | 3 | 4 | 2 | 5 |
| Cc1cc(C(=O)COC(=O)c2ccc[nH]c2=O)c(C)n1-c1ccc(Br)cc1 | 5 | 1 | -0.5 | 10 | -33 | 1 | -7 | 2 | -1 | 4 |
| CN(Cc1cnccn1)C(=O)CC1C(=O)NCCN1Cc1cccc(Oc2ccccc2)c1 (stereo not drawn) | -1 | -1 | 0.0 | -9 | -16 | 13 | -2 | 4 | -6 | -6 |
| CC(C)NC(=O)/C(=N\O)c1ccccc1 | 3 | 5 | -0.2 | 11 | 2 | -8 | -8 | 11 | -1 | 3 |
| CCOC(=O)[C@]12CCCC=C1N(Cc1ccccc1)C(=O)[C@H](CC(=O)NCc1cccc3ccccc13)C2 | -1 | -19 | 0.3 | -1 | 2 | -6 | -2 | -4 | 1 | 3 |
| Oc1c(Cl)cc(Cl)cc1C=Nc1ccc2c(c1)OCCO2 | -4 | 9 | -1.6 | 0 | -36 | -6 | 15 | 2 | -35 | -5 |

Compound profiles, from the list above.
CC1(NC(=O)CCc2nc3sc4c(c3c(=O)[nH]2)CCCC4)CCS(=O)(=O)C1 (stereo not drawn) across the screens: UHRF1 binding = 3; sPLA2-III inh = -8; proKLK7 act = 0.3; ARFGAP1 inh = 0; PLC-beta3 inh = -34; DDE Tn6 FP inh = -7; ASAP1 inh = 2; DDE Tn7 FP inh = 1; PLC-gamma1 inh = -27; NR1D1 modulator = -12
Cc1cccc(C)c1-n1nnnc1C(c1ccnc2ccccc12)N1CCN(CC(=O)NC(C)C)CC1 (stereo not drawn) across the screens: UHRF1 binding = 1; sPLA2-III inh = -2; proKLK7 act = 0.9; ARFGAP1 inh = -5; PLC-beta3 inh = 1; DDE Tn6 FP inh = 2; ASAP1 inh = -12; DDE Tn7 FP inh = -3; PLC-gamma1 inh = -2; NR1D1 modulator = 3

The list goes on:
| canonical_smiles | UHRF1 binding | sPLA2-III inh | proKLK7 act | ARFGAP1 inh | PLC-beta3 inh | DDE Tn6 FP inh | ASAP1 inh | DDE Tn7 FP inh | PLC-gamma1 inh | NR1D1 modulator |
| --- | --- | --- | --- | --- | --- | --- | --- | --- | --- | --- |
| N#CC1=C(N)NC(SCC(=O)c2ccc(Cl)cc2)=C(C#N)C12CCCC2 | -2 | -29 | -0.1 | 1 | -31 | -5 | 2 | 3 | -37 | 1 |
| CO/N=C/C(C(C)=O)C(=O)Nc1ccc(Cl)cc1Cl (stereo not drawn) | 0 | -9 | -0.2 | -25 | 0 | 8 | -3 | -9 | 5 | -1 |
| CC1(C(=O)NS(=O)(=O)c2cccc(F)c2)CCN1C(=O)C/C=C/c1ccccc1 (stereo not drawn) | 1 | 13 | -0.2 | -13 | -4 | 2 | -5 | 13 | -4 | -2 |
| CC(C)COC(=O)c1ccc(N2C(=O)c3ccccc3C2=O)cc1 | 9 | 6 | -0.2 | 1 | 1 | 9 | 3 | 2 | 2 | -2 |
| C=C1CCN([C@@H](C)C(=O)OCc2cccc(C)c2)S(=O)(=O)c2ccccc21 | 0 | -2 | 0.7 | -2 | 1 | 3 | 11 | -7 | 4 | 0 |
| COCCCNc1nc(=S)[nH]c2cc(OC)c(OC)cc12 | 2 | 9 | 0.0 | -6 | -3 | 0 | -11 | 2 | -3 | 1 |
| COc1cccc(NC(=S)NC(Cc2ccccc2)c2ccccc2)c1 (stereo not drawn) | -2 | -16 | 0.6 | -8 | 5 | -13 | 4 | -4 | 1 | 7 |
| C/C(CC(=O)Nc1ccc(Cl)c(C(F)(F)F)c1)=N\NC(=O)c1cccc(O)c1 | -2 | -26 | -0.8 | 7 | 3 | 4 | -5 | -8 | 5 | -8 |
| COc1cccc(-c2ccc(NC(=O)C3CCCN(Cc4cnn(C)c4C)C3)cc2)c1 (stereo not drawn) | 1 | -17 | 0.4 | -16 | -7 | -7 | 1 | -2 | 0 | 0 |
| CCCN(CCC)CC(O)Cn1cc(/C=C/C(=O)c2ccccc2)c2ccccc21 (stereo not drawn) | -5 | -9 | -1.1 | 12 | -158 | 2 | -1 | -1 | -115 | 7 |
| Cc1cc(C)c(S(=O)(=O)Nc2ncccc2C)c(C)c1 | 2 | -4 | 2.0 | 11 | -124 | -5 | -8 | 0 | -16 | -6 |
| Cc1cc(NC(=O)CSc2nnc(-c3ccco3)o2)no1 | 2 | -6 | -0.3 | 9 | 2 | 5 | 7 | 2 | 2 | 5 |
| CC(C)C[C@@H]1O[C@H](CCc2ccccc2)Cc2[nH]c(=S)[nH]c(=O)c21 | 0 | -6 | 0.4 | -2 | -1 | 1 | 6 | 3 | -2 | -3 |
| COc1ccc(-c2csc(NC(=O)c3cccs3)c2C(=O)O)cc1OC | 0 | -11 | 0.1 | -7 | -43 | -4 | 8 | -3 | -27 | 1 |
| CCCCOc1ccc(/C=C/C(=O)OCC(=O)NC2CCS(=O)(=O)C2)cc1OCC (stereo not drawn) | 0 | -7 | 1.1 | -1 | -144 | 1 | -13 | 5 | -149 | -1 |
